TRPML3 agonist – activates the human TRPML3 channel. Q8TDD5. activation, % at 3 µM. 220,000 compounds, 0.29% hits. HEK293 TRPML3-YFP, Fluo-8 calcium fluorescence; 100% = the carbachol control signal;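 active = activation above its plate's cutoff, the mean activation of the plate's test wells plus 3 SD, cut at about 12% in these data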;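 also: 0% = DMSO only wells and 100% = carbachol wells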
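Test system – HEK293 line with stable expression of human TRPML3-YFP channel · Control set – carbachol 87 µM final as high control (100%), DMSO as low control (0%) · Signal – Fluo-8 calcium dye fluorescence, ex 470-495, em 515-575 nm · Incubation – 1-h 37 °C dye load, 5-s basal, 120-s post-compound reads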
PPC-1+TRAIL kill – compounds killing PPC-1 cancer cells with TRAIL present (potentiator screen, no TRAIL-free arm). PPC-1 cells + TRAIL, ATPLite viability luminescence. cell killing (% activity), % at 4 µM. 220,000 compounds, 0.41% hits;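 active = cell killing above 50% in the first pass at 4 µM, then a duplicate retest at 5 µM averaging 50% or more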;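 also: plate controls were cells with TRAIL plus DMSO for no effect and medium-only wells lacking cells for full effect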
Calpain2 inh – inhibitors of pig calpain II | purified calpain II, fluorogenic peptide substrate, 30 min | inhibition, % at 16 µM | 220,000 compounds, 0.37% hits | AID 1236;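 active = inhibition above about 50%, limit read from the data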
thrombin 1536 – inhibitors of human thrombin | P00734 | alpha-thrombin, Boc-VPR-AMC fluorogenic substrate cleavage | inhibition, % at 5 µM | 220,000 compounds, 0.26% hits | AID 1046;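 active = inhibition at or above 40%; inactive = inhibition below 40%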;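 also: 0% = enzyme with no compound and 100% = wells without enzyme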
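Test system: human alpha-thrombin protein / Dosing: one concentration per compound, 5 µM, with 0.2% DMSO / Medium: pH 7.5 Tris-saline with Tween 20 / Benchmarks: no-compound enzyme wells and no-enzyme blanks / Read-out basis: percent inhibition of thrombin substrate cleavage / Timing: reaction at room temperature / Measured by: fluorescence, ex 355 nm, em 460 nm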
zfTRPN1 agonist – zebrafish TRPN1 (NompC) channel agonism. 220,000 compounds, 0.18% hits. AID 1424. HEK293 zebrafish TRPN1-YFP, Fluo-8 calcium fluorescence; 100% = response to 87 µM carbachol. activation, % at 3 µM;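 active = activation above its plate's cutoff, the mean activation of test wells on that plate plus 3 SD, cut at about 19% in these data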;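 also: 0% = DMSO alone and 100% = 87 µM carbachol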
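Material: zebrafish TRPN1-YFP in HEK293 cells. Doses: one dose of 3 µM, 0.3% DMSO. Incubation: dye 1 h 37 °C plus 30 min RT. Measured by: intracellular calcium fluorescence with Fluo-8.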
EBV gp42 inh – inhibitors of Epstein-Barr virus glycoprotein 42 | Q1HVG2 | Fluorescence polarization binding assay, mP read-out | inhibition, % (tested at 21.74 µM) | 220,000 compounds, 0.42% hits | AID 1085; in the data active = inhibition above about 50%
TbHK1 inh – blocks Trypanosoma brucei hexokinase 1 activity | recombinant TbHK1, G6PDH-coupled NADH A340 | inhibition, % at 10 µM | 220,000 compounds, 0.11% hits | AID 1430;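 active = inhibition of 50% or more in the single-dose primary screen; inactive = inhibition below 50%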
Cl transport mod – KCC2 (human) Cl- transport modulation; Q9H2X9; KCC2 cells, thallium flux FluoZin-2 fluorescence; B-score of Tl+ flux slope (higher = more flux/activation; lower = inhibition) at 10 µM; 190,000 compounds, 2.2% hits; AID 1456;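 active = thallium flux slope and its plate-corrected score both differing from the plate sample mean at a set confidence after two filtering rounds, in either direction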;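 also: slope of fluorescence scaled to starting intensity during 10 to 20 s after thallium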
Target sequence (Q9H2X9 whole entry, looked up): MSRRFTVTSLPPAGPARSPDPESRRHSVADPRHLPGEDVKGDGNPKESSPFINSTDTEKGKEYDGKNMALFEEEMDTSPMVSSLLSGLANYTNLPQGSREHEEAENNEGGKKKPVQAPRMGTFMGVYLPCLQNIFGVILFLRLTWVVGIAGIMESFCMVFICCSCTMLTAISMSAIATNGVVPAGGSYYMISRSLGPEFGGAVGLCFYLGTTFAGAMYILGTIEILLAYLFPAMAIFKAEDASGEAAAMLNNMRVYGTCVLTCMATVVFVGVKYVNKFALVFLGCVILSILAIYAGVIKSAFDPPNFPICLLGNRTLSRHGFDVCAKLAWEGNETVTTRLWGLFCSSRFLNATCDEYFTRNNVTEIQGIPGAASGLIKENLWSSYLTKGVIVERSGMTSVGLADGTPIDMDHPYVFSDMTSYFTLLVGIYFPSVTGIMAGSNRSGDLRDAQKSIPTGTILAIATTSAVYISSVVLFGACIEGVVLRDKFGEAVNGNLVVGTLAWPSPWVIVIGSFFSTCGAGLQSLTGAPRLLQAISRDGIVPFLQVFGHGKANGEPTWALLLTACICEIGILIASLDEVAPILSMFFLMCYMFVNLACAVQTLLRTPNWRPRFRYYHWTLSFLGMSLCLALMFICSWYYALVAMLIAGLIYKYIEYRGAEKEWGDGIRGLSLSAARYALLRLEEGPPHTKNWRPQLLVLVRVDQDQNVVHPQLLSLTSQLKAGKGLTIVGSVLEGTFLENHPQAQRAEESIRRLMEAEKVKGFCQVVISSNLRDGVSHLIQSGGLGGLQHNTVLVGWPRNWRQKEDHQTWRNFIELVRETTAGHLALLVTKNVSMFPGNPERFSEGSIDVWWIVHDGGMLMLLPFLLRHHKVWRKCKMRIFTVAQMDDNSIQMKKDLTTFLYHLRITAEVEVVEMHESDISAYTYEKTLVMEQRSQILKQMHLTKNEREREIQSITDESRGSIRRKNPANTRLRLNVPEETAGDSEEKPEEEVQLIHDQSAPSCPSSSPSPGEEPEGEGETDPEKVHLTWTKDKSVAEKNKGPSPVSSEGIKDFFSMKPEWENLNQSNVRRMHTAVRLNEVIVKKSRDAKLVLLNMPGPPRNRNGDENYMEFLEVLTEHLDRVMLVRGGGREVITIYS
Furin inh – human furin inhibition; P09958; 220,000 compounds, 0.061% hits; inhibition, % at 30 µM; purified furin, fluorogenic substrate cleavage; in the data active = inhibition above about 25%; also: inactives centre near -15
* = called active by the depositor; / = not tested or not shown; [ ] = dose if it differs, or a comment.

SMILES | TRPML3 agonist | PPC-1+TRAIL kill | Calpain2 inh | thrombin 1536 | zfTRPN1 agonist | EBV gp42 inh | TbHK1 inh | Cl transport mod | Furin inh
COC(=O)c1sccc1NS(=O)(=O)c1ccc(OC)cc1 | 0.4 | 17 | -1 | -1 | -0.7 | -8 | -12 | / | -20
COC(=O)c1cccc(NC(=O)/C=C/c2ccc3c(c2)OCO3)c1 | 1.9 | 48 | 3 | -13 | 6.2 | 2 | -1 | -1.7 | 1
O=C(CSc1nc2[nH]ncc2c(=O)n1-c1ccccc1Br)NCc1ccco1 | 0.5 | 4 | -38 | -5 | -1.3 | -14 | -6 | -0.15 | -7[20 µM]
O=c1c2ccccc2nnn1Cc1cccc2ccccc12 | -0.7 | -7 | 15 | 3 | -1.0 | -1 | 2 | -0.052 | -11
CCSc1nnc(NC(=O)[C@@H](NC(=O)c2cccc(C)c2)C(C)C)s1 | -0.8 | 13 | 7 | -16 | -1.9 | -10 | -2 | 1.5 | -19
O=C(Nc1cnn(Cc2ccc(F)cc2)c1)c1cc2nc(-c3ccco3)cc(C(F)(F)F)n2n1 | -0.2 | -10 | 91* | -10 | 1.0 | 3 | 1 | / | -25
COc1ccc(N2CC(C(=O)Nc3cc(C)ccn3)CC2=O)cc1 (centres undefined) | 0.8 | 13 | -16 | -8 | 0.6 | -14 | -11 | 0.27 | -16
Cc1ccc(N(CC(=O)Nc2ccccc2-c2ccccc2)S(=O)(=O)c2ccccc2)cc1 | -0.2 | 14 | 1 | 1 | 0.5 | -27 | 2 | -0.89 | -7[20 µM]
Cc1n[nH]c(=S)c2nn(-c3ccccc3)c(C)c12 | 0.0 | -2 | 21 | 0 | -1.4 | -10 | -22 | -0.29 | -12[20 µM]
COc1ccc(NC(=O)C2CC(=O)N(C)C(=Nc3ccc4c(c3)OCO4)S2)cc1 (centres undefined) | -0.1 | / | -9 | -5 | 1.4 | -13 | 3 | -0.044 | 0
C=CCNC(=O)c1cc2c(=O)n3cc(C)ccc3nc2nc1NCC1CCCO1 (centres undefined) | -0.2 | 5 | -128 | -23 | -1.0 | 11 | -8 | 0.43 | -117
Cc1ccc2nc(C3CCN(C(=O)c4ccco4)CC3)[nH]c2c1 | -0.8 | 27 | -41 | -12 | 0.3 | -4 | 4 | 0.23 | -31
O=C(c1ccccc1Cl)N(Cc1ccc(Br)cc1)N1C(=O)CCCC1=O | 0.8 | 0 | 8 | 2 | 2.4 | 2 | -5 | 0.12 | -17
O=C(/C=C/c1ccc(Cl)cc1)NCCSc1ccccc1 | 0.2 | 11 | 17 | 0 | -0.9 | -7 | 6 | -0.37 | -16
Cc1nc(-c2cn[nH]c2)c2cc(C)oc2n1 | 0.3 | 11 | -58 | 2 | 0.8 | -23 | -2 | 0.48 | -27
COc1ccc(C2c3c(ccc4ccccc34)Oc3ncn4nc(Cc5ccc(OC)c(OC)c5)nc4c32)cc1 (centres undefined) | 1.1 | 2 | 9 | 0 | -0.6 | -103 | -18 | 0.044 | -12
COc1ccc(OC)c(C2CC(=O)N3CN(c4cccc(Cl)c4C)CSC3=C2C#N)c1 (centres undefined) | 0.5 | -8 | / | / | -0.5 | / | -13 | / | 1
O=C(Nc1cc([N+](=O)[O-])ccc1N1CCCC1)c1ccccc1 | 0.5 | 35 | 34 | 5 | -2.2 | -19 | 1 | 0.31 | -14
CCN(CC)c1ccc2c(c1)oc(=O)c1c(Cl)cc(=O)oc12 | 1.1 | 9 | -130 | -2 | -0.1 | 54* | 3 | / | -5[20 µM]
C=CCOc1ccc(C2OC34CCCCC3C(C#N)(C#N)C2(C#N)C(=N)O4)cc1 (centres undefined) | 0.2 | 19 | -342 | -4 | 0.0 | -10 | -7 | -0.033 | -18[20 µM]

An excerpt of these results, with two lines to a compound.
Results follow in this order: TRPML3 agonist, PPC-1+TRAIL kill, Calpain2 inh, thrombin 1536, zfTRPN1 agonist, EBV gp42 inh, TbHK1 inh, Cl transport mod, Furin inh
C=CCNC(=O)c1cc2c(=O)n3cc(C)ccc3nc2nc1NCC1CCCO1 (centres undefined)
    -0.2, 5, -128, -23, -1.0, 11, -8, 0.43, -117
CCSc1nnc(NC(=O)[C@@H](NC(=O)c2cccc(C)c2)C(C)C)s1
    -0.8, 13, 7, -16, -1.9, -10, -2, 1.5, -19

(list continues)
SMILES | TRPML3 agonist | PPC-1+TRAIL kill | Calpain2 inh | thrombin 1536 | zfTRPN1 agonist | EBV gp42 inh | TbHK1 inh | Cl transport mod | Furin inh
Cc1ccccc1OCC(O)Cn1c(NCc2ccco2)nc2c1c(=O)n(C)c(=O)n2C (centres undefined) | -0.4 | 21 | -43 | 3 | -1.3 | -10 | -3 | 0.26 | -17
COc1cc(OC)c(C(=O)NCCCn2ccnc2)cc1OC | 0.6 | 0 | -19 | -1 | 0.8 | -11 | -1 | -0.2 | -33
CC(C)(C)C(C(=O)O)N1CCS(=O)(=O)CC1 (centres undefined) | 0.6 | 11 | -5 | -32 | 2.5 | -8 | -4 | 0.011 | -26
COc1ccc(-c2nc3c(c(SCC(=O)N4CCOCC4)n2)COC(C)(C)C3)cc1 | 0.7 | 2 | -7 | -1 | 1.5 | -12 | 6 | -0.25 | -15
CC1CC(C)CN(C(=O)CSc2nc(Cc3cccs3)nc3ccccc23)C1 (centres undefined) | -0.1 | -6 | 14 | -10 | -1.6 | 2 | -1 | 0.5 | -17[20 µM]
O=C(CSc1ccc(Cl)cc1)Nc1ccccc1N1CCN(C(=O)c2ccc(Cl)cc2)CC1 | -0.7 | 19 | 31 | -3 | -0.1 | -6 | 10 | 0.75 | -2
CC(=O)c1ccc(NC(=O)N[C@@H](CC(C)C)C(=O)O)cc1 | 0.2 | -21 | -18 | -3 | 1.0 | 3 | 16 | / | -12
CC(=O)Oc1ccccc1/C=C1\CCOC1=O | 0.6 | -3 | -61 | 0 | -0.1 | -4 | -1 | -0.44 | 1[20 µM]
COc1ccccc1CN=C1NC(=O)C(CC(=O)Nc2ccc(OC)c(OC)c2)S1 (centres undefined) | -0.1 | 45 | -105 | 2 | 0.2 | -8 | 2 | -0.78 | -18[20 µM]
CCCC(=O)N(c1ccc2oc(C)c(C(C)=O)c2c1)S(=O)(=O)c1ccc(C)c([N+](=O)[O-])c1 | 0.5 | 2 | 16 | -4 | 0.5 | -11 | -3 | -0.44 | -17
N#CC1=C(O)C(c2ccccc2)n2c1nc(=O)c1ccccc12 (centres undefined) | 0.8 | 3 | -365 | -7 | 0.6 | -24 | 0 | / | -23
CCN(CC)CCCC(C)NC1=NCCCCC1 (centres undefined) | 0.9 | -14 | -15 | 2 | 1.8 | -12 | 4 | 0.15 | -22
O=C(COc1ccccc1)NCc1ccc2c(c1)OCO2 | 0.7 | -17 | 6 | 0 | -0.9 | -8 | 7 | -0.24 | -26
O=C(CCc1nc2ccccc2[nH]1)N1CCc2ccccc2C1 | 0.9 | 0 | 3 | -1 | -0.8 | -11 | 0 | -0.8 | -15
COc1cc(C)c(-c2[nH]ncc2-c2csc(C)n2)c(O)c1 | 1.9 | -9 | 15 | -3 | 5.3 | 1 | 7 | 0.056 | -16
Cc1ccc(C(=O)NC2CCCCCC2)o1 | 0.2 | -8 | -15 | -3 | 0.6 | -13 | 0 | -0.41 | -24[20 µM]
Cn1c(=O)c2cc(S(=O)(=O)NC(C(=O)Nc3cccc(F)c3)c3ccccc3)ccc2n(C)c1=O (centres undefined) | 0.1 | -3 | -12 | -2 | 0.9 | 3 | -2 | / | -26
CS(=O)(=O)Nc1ccc(C(=O)Nc2ccccc2C(=O)N2CCCC2)cc1 | 1.1 | 22 | -11 | -3 | 2.0 | 0 | -1 | / | 10[20 µM]
Cn1c(Cc2csc(N)n2)nnc1SCC(=O)NCc1ccccc1 | -0.2 | 16 | 10 | -1 | -2.0 | -10 | 7 | 1.3 | -14[20 µM]
CCCCCCn1c(CN2CCCC(C)C2)nc2c1c(=O)n(C)c(=O)n2C (centres undefined) | -0.3 | 31 | 6 | 1 | 0.5 | -2 | -7 | 0.35 | 18[20 µM]
C/C(N)=C(/C#N)C(=O)CSc1nc2ccc(C)cc2[nH]1 | 0.8 | 18 | -37 | -3 | 0.2 | -13 | 2 | -0.17 | -15
COCCCN(C(=O)Cc1ccc(Cl)c(Cl)c1)c1c(N)n(Cc2ccccc2)c(=O)[nH]c1=O | 0.2 | 17 | 6 | -2 | -0.3 | -21 | -9 | 0.024 | -21
Cc1nc2c(C)cccc2c2c1CCN2c1ccccc1F | -0.1 | 2 | -304 | 4 | 1.3 | -18 | -25 | / | -58
CCOC(=O)C(C(=O)OCC)N(C#N)c1nc(SC)nc(N(C)C)n1 | -0.9 | 12 | 1 | -3 | -1.2 | 9 | -3 | / | -15
NS(=O)(=O)c1ccc(NC(=O)c2ccc(CNS(=O)(=O)c3cc(C(F)(F)F)ccc3Cl)cc2)cc1 | 1.3 | 9 | -16 | -5 | 0.5 | -5 | -2 | -0.18 | -25
CCOC(=O)C1CCN(S(=O)(=O)c2ccc(C)c(C)c2)CC1 | 1.4 | / | -39 | 0 | 0.7 | -16 | -4 | -0.64 | -20
Cc1cccc(OCc2nnc(SCc3cc(=O)n4cc(Br)ccc4n3)o2)c1 | / | -1 | -10 | 30 | / | -18 | / | / | /
C=CCN1C(=O)N/C(=C/c2ccc(N3CCOCC3)o2)C1=O | 0.9 | 8 | 2 | 1 | 0.7 | -264 | -16 | 0.59 | -11
Cc1cccc(-c2noc(-c3c(C)noc3C)n2)c1 | 0.4 | 19 | -8 | 0 | -1.3 | -8 | -12 | 0.22 | -34
O=C(CSc1nc2ccc([N+](=O)[O-])cc2[nH]1)c1ccc2ccccc2c1 | 0.4 | -6 | -10 | -7 | -0.9 | -4 | -6 | -0.85 | -2[20 µM]
CCn1c(NC(=O)c2ccccc2)c(-c2cccs2)c(=O)c2ccccc21 | 0.9 | 8 | 9 | 7 | -1.1 | 4 | -31 | / | -18[20 µM]
Cc1ncc(CN2CCN(C3CCCC3)C(CCO)C2)s1 (centres undefined) | 0.2 | 15 | -7 | -4 | 0.7 | -6 | -1 | -1 | -24
CCN(Cc1cnn(C)c1)C(=O)c1ccc(OC2CCN(S(=O)(=O)N(C)C)CC2)cc1 | 1.3 | 11 | -2 | 4 | 2.8 | 3 | -3 | -1.4 | -21
C/C(=N\NC(=O)c1ccc(Br)cc1)C1C(=O)c2ccccc2C1=O | 0.8 | 10 | -12 | 5 | 1.8 | -28 | -5 | -5.4* | -6[20 µM]
CC(=O)NCC(=O)N(c1c(C)n(C)n(-c2ccccc2)c1=O)C1(C(=O)NC2CCCC2)CCCCC1 | 0.8 | -10 | 1 | -5 | 0.5 | -19 | -2 | 0.83 | -9
C#CCOC(=O)Nc1cccn(Cc2c(Cl)cccc2Cl)c1=O | -0.7 | 3 | -8 | -5 | -1.9 | -11 | 4 | / | 2[20 µM]

In a second layout: entries from further up
| molecule | TRPML3 agonist | PPC-1+TRAIL kill | Calpain2 inh | thrombin 1536 | zfTRPN1 agonist | EBV gp42 inh | TbHK1 inh | Cl transport mod | Furin inh |
| --- | --- | --- | --- | --- | --- | --- | --- | --- | --- |
| O=C(COc1ccccc1)NCc1ccc2c(c1)OCO2 | 0.7 | -17 | 6 | 0 | -0.9 | -8 | 7 | -0.24 | -26 |
| O=C(CCc1nc2ccccc2[nH]1)N1CCc2ccccc2C1 | 0.9 | 0 | 3 | -1 | -0.8 | -11 | 0 | -0.8 | -15 |

Random draw from the library; any-hit rate near 3.6%.
